# Screening data: PubChem, several laboratories
# Mcl-1 Bim block: inhibitors of Bim-Mcl-1 interaction, human. inhibition, % at 10 µM. hit rate 0.1% among 190,000. Q07820. Bead-based flow cytometry, Bim peptide-Mcl-1 binding; in the data active means inhibition above about 40%;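 further: 0% = no compound tracer wells and 100% = peptide blocker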
# Rab7 wt GTP bind: alters GTP binding to wildtype dog Rab7; GST-Rab7 beads, fluorescent GTP binding, flow cytometry; actives lie on both sides; untreated = 100%, excess cold GTP = 0%; AID 758; hit rate 0.055% among 190,000; GTP binding activity (percent of control), % at 10 µM;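 active means fluorescent GTP binding to Rab7 beads changed by at least 20 points from the 100% baseline, either direction, mostly lower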;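 further: median green fluorescence of bound Bodipy-FL-GTP per Rab7 bead population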
# Pf gametocyte: P. falciparum stage V gametocyte viability inhibition; P. falciparum stage V gametocytes, ATP luminescence, 24 h; hit rate 0.065% among 150,000; inhibition, % at 10.9 µM;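 active means inhibition above the mean plus 3 SD of compounds within the control limits, set per campaign, cut at about 38% in these data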;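 further: 0% = DMSO wells and 100% = medium only without gametocytes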
# Rac1 wt modul: human Rac1 wildtype GTP binding, inhibitors and activators | P63000 | GST-Rac1 beads, fluorescent GTP binding, flow cytometry; actives lie on both sides; 0 = cold GTP competed, 100 = untreated | GTP binding activity (% of control), % at 10 µM | hit rate 0.27% among 190,000 | AID 757;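 active means GTP binding activity at least 20 points away from the 100% control level, either lower or higher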
# Rac1 mut GTP: human Rac1 activated mutant GTP binding change; hit rate 0.11% among 190,000; P63000; GST-Rac1 activated beads, fluorescent GTP binding, flow cytometry; actives lie on both sides; 100% means binding = to untreated wells; AID 764; percent activity (GTP binding), % at 10 µM;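 active means GTP binding at least 20 percentage points away from the 100% baseline, in either direction, so actives lie on both sides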
# RGS8-Gao reg: modulates binding of RGS8 to human Galphao; multiplexed bead flow cytometry; actives lie on both sides; AID 1423; response (percent of control binding), % at 10 µM; hit rate 0.34% among 220,000; P09471; in the data active means response below about 60% or above about 140%; inactive means in between;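 further: Galphao activated as the GDP aluminium fluoride complex binding bead-coupled RGS8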
# Target sequence (P09471 whole entry, looked up): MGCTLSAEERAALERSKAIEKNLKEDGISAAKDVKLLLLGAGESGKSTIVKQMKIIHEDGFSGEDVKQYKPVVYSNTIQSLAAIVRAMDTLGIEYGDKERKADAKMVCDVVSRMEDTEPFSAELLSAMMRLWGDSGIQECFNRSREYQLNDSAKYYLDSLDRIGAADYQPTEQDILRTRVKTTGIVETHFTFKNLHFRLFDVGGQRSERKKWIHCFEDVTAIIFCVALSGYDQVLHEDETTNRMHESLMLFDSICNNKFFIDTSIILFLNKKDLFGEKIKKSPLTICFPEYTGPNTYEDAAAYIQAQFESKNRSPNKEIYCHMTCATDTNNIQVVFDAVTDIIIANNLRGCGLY
# Mcl1 Bid PPI: Mcl-1/Bid interaction inhibition | Q07820 | AID 1021 | inhibition, % at 21.7 µM | hit rate 0.97% among 220,000 | TR-FRET Mcl-1/Bid-Dy647 peptide binding, 1536-well;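 active means compounds that cut the binding signal by more than half at the single screening dose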;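 further: His-tagged Mcl-1 with europium anti-His antibody binding Bid BH3 peptide; 0% = Mcl-1 plus peptide wells and 100% = peptide-only wells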
# Rab2 wt GTP: changes GTP binding to wildtype dog Rab2A, up or down; P61105; AID 760; GST-Rab2 wt beads, Bodipy-GTP binding, flow cytometry; GTP binding activity, % at 10 µM; hit rate 0.19% among 190,000;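 active means GTP binding activity at least 20 points away from 100%, either lowered or raised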;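 further: 0% = beads with excess unlabeled GTP and 100% = no-compound control corrected for plate trend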
# Mcl1 Noxa PPI: Mcl-1/Noxa interaction inhibition. TR-FRET Mcl-1/Noxa peptide binding, 2 h. hit rate 1.5% among 220,000. AID 1022. inhibition, % at 21.7 µM. Q07820;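 active means compounds that cut the protein-peptide binding signal by more than 50% relative to plate controls in a single-dose test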;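 further: His-tagged Mcl-1 with rhodamine Noxa BH3 peptide and terbium anti-His antibody; 0% = Mcl-1 plus Noxa peptide wells and 100% = peptide-only wells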
# HRas wt GTP bind: human HRas wildtype GTP binding, change in either direction. hit rate 0.14% among 190,000. GST-Ras wt beads, Bodipy-FL-GTP binding, flow cytometry; actives lie on both sides. GTP binding activity, % at 10 µM;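 active means GTP binding activity at least 20% away from the 100% baseline, either lowered as inhibitor or raised as activator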;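 further: 0% = unlabeled GTP competition control and 100% = no-compound control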
# Target sequence (P01112 whole entry, looked up): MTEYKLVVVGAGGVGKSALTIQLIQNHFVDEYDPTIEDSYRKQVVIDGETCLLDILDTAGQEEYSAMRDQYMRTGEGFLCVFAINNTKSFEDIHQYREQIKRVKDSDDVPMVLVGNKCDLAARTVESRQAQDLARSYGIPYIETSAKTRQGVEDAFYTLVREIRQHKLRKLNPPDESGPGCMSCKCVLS
# Cdc42 wt GTP: modulators (inhibitors or activators) of GTP binding to human Cdc42 wildtype. GST-Cdc42 beads, Bodipy-GTP binding, flow cytometry; actives lie on both sides. P60953. hit rate 0.2% among 190,000. percent activity (GTP binding), % at 10 µM;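 active means percent activity GTP binding at least 20 points away from the 100% baseline, either down as inhibitor or up as activator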;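 further: median bead fluorescence of bound Bodipy-FL-GTP at 100 nM; 0% = excess unlabeled GTP control and 100% = no compound control; below 100% means less GTP binding so inhibitor and above means activator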
# Target sequence (P60953 whole entry, looked up): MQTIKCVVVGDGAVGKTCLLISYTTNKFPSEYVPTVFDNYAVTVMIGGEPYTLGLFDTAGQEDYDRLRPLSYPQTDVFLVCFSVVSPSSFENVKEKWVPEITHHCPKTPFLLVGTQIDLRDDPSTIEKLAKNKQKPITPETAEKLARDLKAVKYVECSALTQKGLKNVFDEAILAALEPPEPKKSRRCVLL
# An asterisk follows results filed as active; . = not tested or not shown; & = joins results of further samples; [ ] = another dose, or the depositor's remark. Not all compounds are listed; the hit share may differ from the screen's.
# Sample of the layout, three compounds:
SMILES,Mcl-1 Bim block,Rab7 wt GTP bind,Pf gametocyte,Rac1 wt modul,Rac1 mut GTP,RGS8-Gao reg,Mcl1 Bid PPI,Rab2 wt GTP,Mcl1 Noxa PPI,HRas wt GTP bind,Cdc42 wt GTP
COc1ccc(CCN(C)Cc2ccc(F)cc2F)cc1OC,-1,92,.,105,99,98,21,97,19,98,98
CC(C)(C)NCC(O)c1cc(Cl)c(N)c(Cl)c1 (stereo not drawn),-3,97,.,103,98,101,-5,101,5,99,98
CN(C)C(=O)Oc1ccc(-c2nnco2)cc1,-4,94,.,102,97,97,-23,100,-8,99,100

# The list itself (from the top)
SMILES,Mcl-1 Bim block,Rab7 wt GTP bind,Pf gametocyte,Rac1 wt modul,Rac1 mut GTP,RGS8-Gao reg,Mcl1 Bid PPI,Rab2 wt GTP,Mcl1 Noxa PPI,HRas wt GTP bind,Cdc42 wt GTP
COc1ccc(CCN(C)Cc2ccc(F)cc2F)cc1OC,-1,92,.,105,99,98,21,97,19,98,98
CC(C)(C)NCC(O)c1cc(Cl)c(N)c(Cl)c1 (stereo not drawn),-3,97,.,103,98,101,-5,101,5,99,98
CN(C)C(=O)Oc1ccc(-c2nnco2)cc1,-4,94,.,102,97,97,-23,100,-8,99,100
CCN1CCN(Cc2ccc(C)cc2)CC1,0,104,-8,107,103,99,-30,104,8,104,107
Cc1ccc(Cc2c(C)nc3nc(SCC(=O)N4CCC5(CC4)OCCO5)nn3c2C)cc1,-2,89,-9,95,87,100,12,87,8,92,89
CCCc1nc2ccccc2c(=O)n1-c1ccccc1OC,0,103,.,106,105,102,2,105,-4,104,109
O=c1[nH]c(=O)n(Cc2ccc(F)cc2)c(O)c1C=Nc1ccc(Cl)cc1,-2,92,2,91,93,97,3,93,21,94,94
C=CCN(CC=C)Cc1c[nH]c2ccccc12,1,98,.,104,101,100,-51,103,-18,100,103
CCOC(=O)c1c(/N=C/c2c(O)n(-c3ccc(F)cc3)c(=S)[nH]c2=O)sc2c1CCCC2,-5,95,.,96,94,98,-18,94,6,92,95
CCS(=O)(=O)N1CCCC(C(=O)N2CCC3(CC2)OCCO3)C1 (stereo not drawn),-3,105,.,104,104,102,-12,101,-15,101,100
CC(C)(C)NC(=S)/N=C(\N)N[N+](=O)[O-],-6,105,13,102,97,100,-33,98,12,101,98
CC(C)N(CC(O)c1cccc([N+](=O)[O-])c1)C(C)C (stereo not drawn),3,98,-33,101,101,93,-19,102,3,100,100
O=C1NC(=O)C(Cc2cccs2)C(=O)N1,-2,97,.,88,94,91,-16,95,23,91,92
C=CCN1C(=O)/C(=C/c2ccc(N3CCOCC3)o2)C(=O)NC1=S,-7,98,.,99,101,93,-88,101,-47,101,100
Cc1cc(OCC(=O)O)c2c3c(c(=O)oc2c1)CCCC3,-2,99,5,98,97,101,12,96,30,97,98
CC1(c2ccc(Cl)cc2Cl)OCC(Cn2cncn2)O1 (stereo not drawn),0,95,-7,94,94,94,-4,95,16,93,92
CCOC(=O)C(O)(c1ccc(NC(=O)Oc2ccccc2)cc1)C(F)(F)F (stereo not drawn),-8,101,2,101,98,100,-7,100,7,97,99
O=C(c1ccccc1F)c1cn(CC(=O)N2CCOCC2)c2ccccc12,-1,104,.,109,100,100,-21,102,4,101,106
O=c1c(C=NCCN2CCNCC2)c(O)n(C2CCCCC2)c(=O)n1C1CCCCC1,0,100,.,108,102,107,-15,101,-8,102,103
CCCCCSc1cc(OC)c(CCN)cc1OC,-2,101,6,104,98,102,-11,101,-7,100,97
Cc1cccc(-n2c(O)c(C=NCc3cccnc3)c(=O)[nH]c2=O)c1C,3,97,.,103,98,98,-14,100,28,101,103
CCC(=NCCc1c[nH]c2ccccc12)c1c(O)n(C)c(=O)n(C)c1=O,-2,105,.,106,97,100,-70,99,9,103,103
Cc1ccnc(-n2c(-c3ccco3)nc3ccccc3c2=O)c1,-6,97,.,107,96,102,-9,95,11,98,101
COC(=O)[C@@H]1C[C@H]1[C@@H](NP(=O)(c1ccccc1)c1ccccc1)c1ccccc1,-2,98,.,105,101,99,0,101,14,103,104
Cc1ccccc1NP(=O)(Oc1ccccc1F)Oc1ccccc1F,15,98,9,104,98,71,-31,98,1,102,101
O=C1c2ccccc2C(=O)N1Cc1nc2ccccc2c(=O)n1-c1ccc(Br)cn1,2,104,-50,98,95,60,-15,101,-18,101,100
c1ccc(CCn2nnnc2CN2CCC(n3nnc4ccccc43)CC2)cc1,-8,102,.,110,103,161*[activator],-20,102,4,103,104
COc1ccc(Cn2c(N)c(C(=O)NCc3ccco3)c3nc4ccccc4nc32)cc1,6,102,.,102,100,103,40,101,71*,102,102
Cc1ccc[n+](CC(O)Cn2c3ccccc3c3ccccc32)c1 (stereo not drawn),-3,101,-8,111,101,103,6,99,31,104,106
C=CCN1C(=O)CSc2ccc(C(=O)N3CCC4(CC3)OCCO4)cc21,0,98,.,94,96,101,-13,96,-13,100,96
O=c1[nH]c(=O)n(-c2ccccc2)c(O)c1C=NC12CN3CN(CN(C3)C1)C2,-2,95,12,97,95,105,-5,98,8,95,100
CN1C(=O)C(=Cc2c(OCc3cnc(Cl)s3)ccc3ccccc23)C(=O)N(C)C1=O,-2,95,-12,94,93,99,-23,91,15,94,93
Cc1cccc(C(=O)NC(Oc2ccccc2)C(Cl)(Cl)Cl)c1 (stereo not drawn),-2,108,.,114,107,103,4,107,-15,109,113
O=C1NC(=O)N(Cc2ccccc2)C(=O)/C1=C\C=C\c1ccco1,0,105,-3,88,86,98,-53,90,20,92,88
O=C(Cn1nc(Cc2cccnc2)c2ccccc2c1=O)N1CCC2(CC1)OCCO2,-6,98,.,99,100,103,2,96,17,100,98
O=C(CN1CC(c2ccccc2)CC1=O)Nc1ccccc1 (stereo not drawn),2,104,.,105,97,108,-6,102,-2,101,96
O=C(/C=C/c1ccccc1)c1c(O)n(CCc2ccccc2)c(=O)[nH]c1=O,-4,95,12,93,91,104,-3,90,-6,92,91
CC1(C)CC(=O)C(C=NCCN2CCN(C(=O)Cc3ccc(F)cc3)CC2)=C(O)C1,0,101,9,103,98,100,-11,98,7,100,103
COc1ccc(C2(C#N)CC[N+](C)(C)CC2)cc1,0,81,.,101,100,101,-14,100,23,100,104
CC(C)c1ccc(N2C(=O)NC(=O)/C(=C/c3cnc(-c4ccccc4)nc3)C2=O)cc1,-4,96,-20,94,95,103,-8,95,61*,95,96
Cc1ccccc1C1=NCC(=O)N(CC(=O)NCc2ccco2)c2sc3c(c21)CCCC3,-2,97,.,98,97,96,-4,97,-14,98,96
N#CC1=C(N)Oc2c(c(=O)sc3ccccc23)C1c1ccncc1 (stereo not drawn),2,99,-16,88,93,100,-15,94,4,95,90
CCOc1cc2[nH]c(=S)n(CCCC(=O)N3CCC4(CC3)OCCO4)c(=O)c2cc1OCC,-2,97,-4,99,98,100,-24,99,22,100,102
CCOc1ccc(CN(CCCl)CCCl)cc1C(=O)OC,-5,100,.,101,98,103,63*,102,29,99,102
O=c1[nH]c2c(c(=O)n1C1CCCCC1)CCC2,1,101,-32,109,101,99,-37,102,5,103,104
CCCNC(=O)c1c(N)n(CC2CCCO2)c2nc3ccccc3nc12 (stereo not drawn),-1,98,13,101,98,99,-12,99,10,99,103
OC1/C(=C/c2ccccc2F)N2CCC1CC2 (stereo not drawn),0,97,10,99,94,106,-40,99,14,100,96
Cc1nc2ncnn2c(C)c1CCC(=O)N1CCC2(CC1)OCCO2,-7,96,13,94,94,95,1,95,-11,94,92
CN1C[C@H](CNC(=O)OCc2ccccc2)C[C@@H]2c3cccc4c3c(cn4C)C[C@H]21,0,92,.,102,100,101,-18,98,6,99,99
N#CCCn1cc(C(=O)Nc2ccccc2Cl)c(-c2ccc([N+](=O)[O-])cc2)n1,0,91,-12,101,98,80,18,94,17,95,98
Cc1ccc2c(c1)C1CN(C)CCC1N2C(=O)Cn1nnc(-c2ccccc2F)n1 (stereo not drawn),-5,101,.,104,98,104,-7,100,4,101,99
O=C1N(CN2CCOCC2)c2ccccc2C1(O)c1c[nH]c2ccccc12 (stereo not drawn),-3,99,24,104,98,92,5,98,13,101,102
CCOc1ccc(-n2c(-c3ccoc3)nc3ccccc3c2=O)cc1,-1,91,14,95,93,102,96*,93,-7,94,95
O=C(c1n[nH]c(=O)c2ccccc12)N1CCC2(CC1)OCCO2,0,108,-3,99,95,101,-8,100,6,97,96
CCN1CCN(c2ccc([N+](=O)[O-])cc2C=C2C(=O)NC(=O)NC2=O)CC1,-3,103,-9,105,103,95,-40,103,35,103,101
COc1ccc2[nH]c(C)c(CCN3CCC(=O)C(C)C3C)c2c1 (stereo not drawn),-3,99,.,104,102,99,-14,101,19,102,104
Cn1nc(-c2ccc(OCC(=O)N3CCN(Cc4ccccc4)CC3)cc2)c2ccccc2c1=O,-5&-1,101&97,10,99&101,97&99,66&111,26&-13,99&98,17&4,98&98,100&102
CC(=O)C1=C(C)OC(N)=C(C(=O)OC(C)C)C12C(=O)Nc1ccccc12 (stereo not drawn),-4,92,16,102,97,100,2,96,13,98,101
[N-]=[N+]=CC(=O)OC[C@H](N)C(=O)O,0,99,.,104,101,101,0,102,4,101,105
CC(C(=O)c1c[nH]c2ccccc12)N1CCSCC1 (stereo not drawn),0,95,-4,97,98,107,-51,99,9,98,97
# (cont.)
SMILES,Mcl-1 Bim block,Rab7 wt GTP bind,Pf gametocyte,Rac1 wt modul,Rac1 mut GTP,RGS8-Gao reg,Mcl1 Bid PPI,Rab2 wt GTP,Mcl1 Noxa PPI,HRas wt GTP bind,Cdc42 wt GTP
CCC(=O)N1N=C2C3CCN(CC3)C2C1c1ccc(C)cc1 (stereo not drawn),0,102,.,103,101,115,1,100,-1,100,98
O=C(CSC1c2ccccc2-c2ccccc21)N/N=C/c1ccccc1,-2,98,.,103,96,103,17,98,12,100,100
CCC(C(=O)N1CCC2(CC1)OCCO2)c1ccccc1 (stereo not drawn),-3,101,.,106,99,100,-2,101,0,102,103
COc1cccc(CNCCc2c[nH]c3ccccc23)c1OC,-6,105,.,102,99,95,-36,101,9,99,99
COC(=O)OCC12CCC(O1)C1(C)C(=O)OCC21 (stereo not drawn),-3,99,0,107,101,105,-25,100,-13,102,106
Nc1ccccc1C(=O)OC1CSC1,-1,98,.,95,93,98,-46,95,39,97,97
Cc1sc2c(c1C)C(c1ccc(C(C)(C)C)cc1)=NCC(=O)N2CC(=O)Nc1nccs1,-1,96,-17,98,98,101,0,99,16,101,97
CCOc1ccc(N=Cc2c(O)n(C(C)(C)C)c(=O)[nH]c2=O)cc1,-3,93,12,94,93,100,-3,93,1,96,96
NCCc1nc2ccccc2s1,1,91,13,93,95,103,-20,98,-3,93,94
